# From PubChem
# CDK5 p35 inh: inhibitors of human CDK5/p35 kinase, primary screen, biochemical, single concentration; Cyclin-dependent kinase 5 (Homo sapiens) + Cyclin-dependent kinase 5 activator 1 (Homo …; Recombinant CDK5/p35, ADP-Glo luminescence, 60 min; inhibition, % at 10 µM; 0.01% of 330,000 active; AID 488839, 2010;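 active = highest replicate inhibition of at least 50% and at least 75% of replicates reaching 50%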;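 also: plate controls were DMSO neutral control for no effect and GW8510 at 10 µM for full effect; many of its hits are not listed in these tables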
# Target sequence (Q00535 whole entry, looked up): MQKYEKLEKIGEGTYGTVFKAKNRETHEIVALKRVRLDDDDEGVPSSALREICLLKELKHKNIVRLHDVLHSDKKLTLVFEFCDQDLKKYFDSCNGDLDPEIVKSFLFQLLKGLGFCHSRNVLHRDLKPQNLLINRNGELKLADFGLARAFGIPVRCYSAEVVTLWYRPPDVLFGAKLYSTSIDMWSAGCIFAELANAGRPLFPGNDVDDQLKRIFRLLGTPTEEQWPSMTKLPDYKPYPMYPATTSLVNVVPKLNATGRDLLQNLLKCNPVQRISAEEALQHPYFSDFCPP
# Target sequence (Q15078 whole entry, looked up): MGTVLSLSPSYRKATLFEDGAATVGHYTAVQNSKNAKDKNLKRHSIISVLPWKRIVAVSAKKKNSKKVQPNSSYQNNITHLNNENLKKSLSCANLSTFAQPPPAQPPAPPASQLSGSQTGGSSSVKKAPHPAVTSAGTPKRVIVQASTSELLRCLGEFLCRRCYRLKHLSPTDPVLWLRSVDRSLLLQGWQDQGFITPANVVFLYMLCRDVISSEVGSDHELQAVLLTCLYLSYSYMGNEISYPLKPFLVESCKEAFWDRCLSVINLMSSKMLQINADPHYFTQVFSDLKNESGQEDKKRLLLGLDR
# phage Ecoli inh: growth loss of phage-infected E. coli, primary screen, RecBCD inhibitor project, absorbance, with phage, HTS; inhibition, % at 11.9 µM; 0.26% of 360,000 active; in the data active = inhibition above about 11%
# PKA-R1A activ: activators of PKA-R1A holoenzyme, primary screen, biochemical, fluorescence polarization, Cy5-IP20, bovine R1A, mouse PKAc | cAMP-dependent protein kinase type I-alpha regulatory subunit (Bos taurus) + … | PKA-R1A dissociation; scaled: DMSO 0%, 113 µM cGMP 100% | activation, % at 11.4 µM | 0.083% of 340,000 active | AID 504707, 2011;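 active = percent activation above the mean of all tested compounds plus 3 SD, cut at about 19% in these data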;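 also: higher means more PKAc released from R1A so a rise in polarization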
# DAGLB inh: DAGLB lipase inhibitors, primary screen, biochemical, fluorescence, HTS; inhibition, % at 5.17 µM; 0.059% of 340,000 active; HEK293T DAGLB membrane lysate, EnzChek fluorogenic substrate; AID 504411, 2011; in the data active = inhibition above about 34%;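 also: 0% = enzyme with vehicle and 100% = wells lacking enzyme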
# HTR5A inv ag: HTR5A inverse agonists in luminescence cell assay, primary screen, counter-screen for OPRM1-OPRD1 heterodimer inverse agonist project, full-deck HTS; 5-hydroxytryptamine receptor 5A (Homo sapiens), P47898; HTR5A cell line, inverse agonism; inhibition, % at 9.3 µM; 0.083% of 340,000 active; AID 504634, 2011; in the data active = inhibition mostly above about 23%, no sharp cut-off; inactive = mostly below about 18%;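 also: 0% = cells with DMSO and 100% = no-cell wells with DMSO; some compounds called inactive have numbers as strong as hits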
# Mot1-301 SUMO: yeast Mot1-301 growth rescue at high temperature, primary screen, SUMOylation pathway inhibitor project, S. cerevisiae, ATP luminescence, 38.5C; S. cerevisiae Mot1-301 growth rescue; percent above DMSO median, 100 means doubled; growth rescue, % at 18.8 µM; 1% of 320,000 active;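 active = every valid replicate shows activation above 250% relative to neutral control wells; inactive = the rest, any valid replicate at or below 250%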;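 also: OY570 slx delta 5 strain wells were the positive control but not used for scaling; some compounds called inactive have numbers as strong as hits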
# E coli growth: E. coli V3065 growth inhibition, primary screen, counter-screen for AddAB inhibitor project, absorbance, OD600 | 18 h | inhibition, % at 11.9 µM | 0.27% of 330,000 active | AID 449728, 2010;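 active = inhibition above the campaign's mean inhibition across all tested compounds plus 3 SD, cut at about 9.9% in these data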;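 also: uninfected addAB+ strain grown without phage in ampicillin broth; 0% = DMSO wells and 100% = ciprofloxacin 0.95 µg/ml wells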
# PKA-R2B activ: activators of PKA-R2B holoenzyme, primary screen, biochemical, fluorescence polarization, Cy5-IP20, human; cAMP-dependent protein kinase catalytic subunit beta (Homo sapiens) + cAMP-dependent …; AID 504700, 2011; PKA-R2B holoenzyme dissociation; R2B truncated from residue 108, S112A mutant; 0% DMSO only, 100% 113 µM cGMP; activation, % at 11.4 µM; 0.079% of 340,000 active;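 active = activation above a cutoff set at the mean over all compounds plus 3 SD, cut at about 18% in these data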;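 also: higher means more holoenzyme dissociation and a rise in polarization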
# Target sequence (P31323 whole entry, looked up, other chains not shown, the tested form may be a part): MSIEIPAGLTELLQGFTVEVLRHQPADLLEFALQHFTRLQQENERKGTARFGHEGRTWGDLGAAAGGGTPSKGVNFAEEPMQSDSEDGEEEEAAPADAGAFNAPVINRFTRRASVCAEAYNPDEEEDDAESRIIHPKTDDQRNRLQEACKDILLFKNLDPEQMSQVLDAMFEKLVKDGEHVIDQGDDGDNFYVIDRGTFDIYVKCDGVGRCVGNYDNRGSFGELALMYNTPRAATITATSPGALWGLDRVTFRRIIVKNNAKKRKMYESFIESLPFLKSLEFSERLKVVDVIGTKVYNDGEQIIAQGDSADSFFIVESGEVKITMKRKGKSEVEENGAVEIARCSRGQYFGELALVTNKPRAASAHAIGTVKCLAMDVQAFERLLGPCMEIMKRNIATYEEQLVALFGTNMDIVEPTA
# HTR5A ag: HTR5A agonists in luminescence cell assay, primary screen, counter-screen for OPRM1-OPRD1 heterodimer agonist project, full-deck HTS. 5-hydroxytryptamine receptor 5A (Homo sapiens), P47898. cell-based. activation, % at 9.3 µM. 0.61% of 340,000 active. AID 504692, 2011; in the data active = activation mostly above about 9.5%, no sharp cut-off; inactive = mostly below about 7.6%;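 also: 0% = cells with vehicle only and 100% = reference agonist; strong numbers were not always called active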
# Tat export inh: E. coli Tat export inhibitors, primary screen, MC4100, TorA-mCherry reporter, fluorescence, single point | inhibition, % at 10 µM | 0.036% of 340,000 active;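 active = mean replicate inhibition at least 50% and at least half of replicates individually reaching 50%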;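 also: exported cargo escapes ClpAP degradation while cytoplasmic cargo is degraded and loses fluorescence; 0% = median of neutral control wells and 100% = median of NaSCN control wells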
# AddAB inh: growth inhibition of E. coli expressing H. pylori AddAB, primary screen, AddAB inhibitor project, absorbance | inhibition, % at 11.9 µM | 0.29% of 330,000 active | AID 435030, 2010; in the data active = inhibition above about 12%;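 also: 0% = vehicle wells of infected cells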
# Numbers without * were called inactive; . = not tested or not shown.
# Values run as follows: CDK5 p35 inh, phage Ecoli inh, PKA-R1A activ, DAGLB inh, HTR5A inv ag, Mot1-301 SUMO, E coli growth, PKA-R2B activ, HTR5A ag, Tat export inh, AddAB inh
O=C(CN1CCCCCC1)NN(Cc1ccccc1)c1ccccc1
  -0.3, -0.1, -5, -2, 3, 7, -2.5, -6, -5, -6, -0.1
Cc1cccc(CC(=O)Nc2ccon2)c1
  1.4, 1.4, -3, -2, 10, 8, 0.5, 5, -3, -2, 4.5
Cc1nc2ncnn2c(C)c1C/C=C/c1ccccc1
  0.4, 2.3, -5, -2, 2, -6, -0.1, 0, -1, 10, 3.8
Cc1ccc(C(=O)CSc2nnnn2Cc2ccccc2)cc1C
  2.0, 0.5, 6, -21, -23, -6, -2.6, 4, -5, 8, -1.2
N#CCSc1nnc(N)s1
  0.4, 1.3, -8, -1, -3, 1, 2.7, -6, 8, -3, 4.7
COc1ccc(Cl)cc1NC(=O)CC1S/C(=N/N=C2CCCCCC2)NC1=O (stereo not drawn)
  -2.5, -2.1, -1, 0, -19, -6, 0.1, -4, 7, 6, 2.7
Cc1cc(C)n(-c2ccc(C(=O)Nc3cccc(S(=O)(=O)N(C)C)c3)cc2)n1
  1.6, 2.7, 8, -7, 6, 58, 0.3, 4, -2, 0, 5.0
CCOc1ccc(C(=O)N2CCN(CCc3ccccc3)CC2)cc1OCC
  -0.3, 1.5, 2, 0, 13, -5, -0.8, -11, -4, -4, 0.1
COc1cc([C@H]2[C@@H]3CCCC[C@]3(O)CCN2CC(=O)Nc2ccc(C)cc2)ccc1O
  -4.5, 2.6, -1, 0, 9, 4, 0.1, -7, -3, -6, 2.4
Cc1cc(C)cc(NC(=O)CN2CCCN(S(=O)(=O)c3ccc(Br)s3)CC2)c1
  -0.8, 1.2, 7, -4, -17, 89, 1.6, -10, 2, 16, 1.9
COC(=O)c1[nH]c2cc(OC)ccc2c1NC(=O)c1c(F)cccc1F
  0.2, 3.5, -6, 0, 8, 3, 1.1, -3, 3, 2, 1.3
CCOC(=O)N1CCN(C(=O)COc2cccc3c2CCN(Cc2cccc(C)c2)C3=O)CC1
  -4.6, -0.4, 7, 1, -8, 4, 2.4, -10, 3, -3, 4.0
CC(=O)Nc1ccc(NC(=O)C2CCCN2C(=O)Nc2cccc(F)c2)cc1 (stereo not drawn)
  0.0, 0.2, -7, -3, -6, 9, 1.1, 0, 2, 3, 1.5
Cc1ccc(OC(C)C(=O)Nc2ccc(S(=O)(=O)N3CCOCC3)cc2)cc1 (stereo not drawn)
  -0.3, 0.4, -1, 0, -8, -7, -1.3, -3, 2, -7, 0.9
O=C(O)C1CC=CCC1C(=O)Nc1ccccc1C(=O)N1CCN(c2ccc(Cl)cc2)CC1 (stereo not drawn)
  1.7, 2.9, ., ., ., -8, 1.8, ., ., -5, 0.2
Cc1ccccc1Oc1cc(NC(=O)Cn2cnc([N+](=O)[O-])c2)cc([N+](=O)[O-])c1
  -1.3, 3.1, -22, 2, -4, -14, -0.8, -8, 3, 25, 1.3
COc1ccc(S(=O)(=O)n2ccnc2)c2cccnc12
  1.0, 2.3, 9, -8, 11, 292, 0.7, -7, 5, 15, -2.4
O=C(Nc1ccc(N2CCOCC2)c(F)c1)c1cccs1
  1.0, 1.9, -2, 0, 0, -6, 0.4, 12, 5, -4, -0.9
COc1ccc(C2c3c(c(C)c(C)oc3=O)Oc3c(C)c(C)oc(=O)c32)cc1
  -1.0, 2.5, -5, 0, 10, 13, 0.2, -12, 3, -11, 3.7
COc1cc(C(=O)NCc2cccc3ccccc23)cc(Cl)c1OC
  -0.4, 2.5, 4, -9, -36, -13, -0.1, -6, 2, 4, -3.0
COc1ccccc1N(C)S(=O)(=O)c1ccc(C(=O)NCCc2ccc(F)cc2)cc1
  -0.7, -1.1, -5, -2, -24, 54, -1.5, -9, 3, 8, 2.1
Cc1ccc(NC(=O)CSc2n[nH]c(-c3ccccn3)n2)cc1
  0.0, -4.3, -13, 2, -11, -7, -5.7, 2, 4, -7, -2.1
COc1cc(CNS(=O)(=O)CCl)cc(OC)c1OC
  2.5, -3.0, 3, -1, 18, 44, -0.5, -4, 2, -14, -1.6
CN(Cc1ccc(F)cc1)C(=O)c1cccc(OC2CCN(C3CCCC3)CC2)c1
  -1.1, 1.4, -2, 1, -8, 32, 0.4, 1, 3, -2, 0.2
C=CCn1c(C)cc(C(=O)COC(=O)[C@@H](NC(=O)c2ccccc2Cl)C(C)C)c1C
  0.6, 4.4, 0, -7, -4, 19, 2.2, 1, -4, 9, 3.5
CCOc1ccc(C(C)=O)cc1COC(=O)c1ccccc1C(=O)N(C)Cc1ccccc1
  -0.8, 1.2, -7, -3, -18, ., ., 1, -2, 2, .
CCN(CC)C(=O)c1[nH]cnc1C(=O)N[C@@H](Cc1ccccc1)C(=O)OC(C)(C)C
  1.0, 1.8, -7, 1, -10, -17, -0.8, -8, 4, 5, 2.6
Nc1nc2ncc(C(=O)c3cc(F)ccc3O)cc2s1
  1.1, 0.9, -17, -2, -4, 3, -1.7, -8, -6, 3, -1.2
CCCn1c(C(CO)Nc2nc(C)cs2)nc2ccccc21 (stereo not drawn)
  -2.3, 1.3, -3, 2, -4, -9, -1.5, 2, 2, -6, 2.4
O=C(O)Cn1c(=O)n(Cc2ccccc2)c2ccccc21
  1.1, 2.2, -7, -2, 3, -22, ., -1, -1, 3, .
COc1ccc(C(=O)NCC(=O)OCc2ccc(F)cc2)cc1
  4.0, 4.7, -6, -3, -2, 8, -1.3, -2, 1, -10, 2.6
CC(C)(C)C1CCC(OCC(O)CN2CCN(c3ccccn3)CC2)CC1 (stereo not drawn)
  3.4, 2.3, -10, -12, -2, 29, -1.4, 1, 1, 2, 0.8
COc1ccc(N(C(=O)c2cnccn2)C(C(=O)NC2CCCCC2)c2ccc(Cl)cc2)cc1 (stereo not drawn)
  -1.1, 1.6, 4, 0, -27, -1, 0.7, 1, 1, 8, 1.4
OC(CC#CCN1CCOCC1)(c1ccccc1)c1ccccc1
  0.5, -0.2, 1, -2, 4, 12, 0.3, 5, -1, 11, 0.9
CC(C)OC(=O)CSc1nnc(COc2ccc([N+](=O)[O-])cc2)n1C
  -0.6, 4.6, -8, 0, -5, 431, 2.5, -10, 2, -6, 3.2
O=C1c2cccnc2C(Nc2ccc(F)c(Cl)c2)N1Cc1cccs1 (stereo not drawn)
  0.8, 0.8, -2, -1, 6, -17, -0.6, 6, -3, -4, -0.2
CCCCc1cc(=O)oc2cc(C)cc(OCC(=O)NCc3ccccn3)c12
  1.1, 1.4, -1, 2, -6, -9, -2.4, 4, 2, 4, 0.3
CCCc1ccc(OC(=O)c2cccs2)cc1
  -2.3, 3.3, 0, -7, -4, 380, -0.2, -14, -1, 7, 0.8
Cc1ccc(NC(=O)CSc2nc(=O)n(CCCN3CCOCC3)c3c2CCCC3)cc1
  -1.1, 5.3, 0, -3, -34, 11, -0.5, -13, 11, -5, 0.2
COc1ccc(C)cc1S(=O)(=O)N(C)CC(=O)NC1CCCC1
  0.3, 1.8, -3, 0, -2, ., -1.7, 3, -1, -3, -1.9
COc1ccc(C(=O)n2nc(C)c(Br)c2C)cc1OC
  -0.4, -0.6, -9, -5, -14, 17, ., -13, 4, -2, .
Cc1ccccc1CSCC(=O)Nc1ccccc1Br
  0.1, 3.5, -2, -8, 9, 6, -1.4, 5, -2, 10, 0.2
FC(F)(F)Oc1ccc(NC(=S)NCCCN2CCOCC2)cc1
  -0.2, 3.4, -5, 0, 0, 16, -0.2, -4, 0, -2, 0.9
CCN(CCO)Cc1csc2ccc(C(C)(C)C)cc12
  1.0, 3.7, 0, -2, 17, -4, -1.9, 9, -7, 1, 3.7
CCn1ccnc1CN(C)Cc1nc(-c2ccccc2)no1
  0.8, 0.3, -2, -2, 14, -7, -0.6, -13, -1, -2, -2.0
CCOc1ccc(S(=O)(=O)N2CCC(C(=O)NCC3CCCO3)CC2)cc1C (stereo not drawn)
  -5.0, 2.1, 0, 1, -17, 74, -0.6, -2, 6, 6, 3.4
CCOC(=O)CCC(=O)Nc1cc(S(=O)(=O)N2CCOCC2)ccc1N1CCCCC1
  -1.9, 2.8, -5, -3, -6, -21, -2.5, -7, 2, 12, 0.8
C=CCOc1ccc2nc(NC(=O)OC)[nH]c2c1
  0.7, 1.2, -7, 0, -22, -12, 1.3, -3, 1, 6, 5.7
COc1cc(N)ccc1C(=O)O
  -0.7, 2.6, 2, -4, -21, -3, -3.4, -6, -1, 1, -0.7
COc1ccc(NC(=O)Nc2nnc(CC(=O)Nc3ccccc3)s2)cc1
  -0.4, 3.5, -7, 0, -18, 259, 1.2, 5, 6, 2, 0.9
O=C(COC(=O)c1ccc(Br)o1)NCc1cccs1
  0.1, 2.2, -1, -2, 3, 275, 0.6, -7, -1, 0, 0.7
O=C(O)Cn1cc2c(n1)CCCCC2
  6.5, 4.2, -14, -4, 0, 12, 2.2, -16, 0, 0, -1.2
O=C(c1ccccc1)N1N=C(c2ccccc2)CC1c1ccc2nccnc2c1 (stereo not drawn)
  -1.2, 2.7, 1, 1, -25, 212, -0.3, 1, 5, -1, 1.9

# 4 of these compounds in another layout.
Structure: O=C(Nc1ccc(N2CCOCC2)c(F)c1)c1cccs1
  CDK5 p35 inh: 1.0	phage Ecoli inh: 1.9	PKA-R1A activ: -2	DAGLB inh: 0	HTR5A inv ag: 0	Mot1-301 SUMO: -6	E coli growth: 0.4	PKA-R2B activ: 12	HTR5A ag: 5	Tat export inh: -4	AddAB inh: -0.9

Structure: COc1ccc(C2c3c(c(C)c(C)oc3=O)Oc3c(C)c(C)oc(=O)c32)cc1
  CDK5 p35 inh: -1.0	phage Ecoli inh: 2.5	PKA-R1A activ: -5	DAGLB inh: 0	HTR5A inv ag: 10	Mot1-301 SUMO: 13	E coli growth: 0.2	PKA-R2B activ: -12	HTR5A ag: 3	Tat export inh: -11	AddAB inh: 3.7

Structure: COc1cc(C(=O)NCc2cccc3ccccc23)cc(Cl)c1OC
  CDK5 p35 inh: -0.4	phage Ecoli inh: 2.5	PKA-R1A activ: 4	DAGLB inh: -9	HTR5A inv ag: -36	Mot1-301 SUMO: -13	E coli growth: -0.1	PKA-R2B activ: -6	HTR5A ag: 2	Tat export inh: 4	AddAB inh: -3.0

Structure: COc1ccccc1N(C)S(=O)(=O)c1ccc(C(=O)NCCc2ccc(F)cc2)cc1
  CDK5 p35 inh: -0.7	phage Ecoli inh: -1.1	PKA-R1A activ: -5	DAGLB inh: -2	HTR5A inv ag: -24	Mot1-301 SUMO: 54	E coli growth: -1.5	PKA-R2B activ: -9	HTR5A ag: 3	Tat export inh: 8	AddAB inh: 2.1
